Screening results (PubChem BioAssay)
KKLEB tox: CF airway cell cytotoxicity counter-screen; activity change (cytotoxicity), % at 5 µM; AID 602141; KKLEB CF airway cells viability, ATPlite luminescence, overnight; hits give low values; cells stimulated with P. aeruginosa culture filtrate; 360,000 tested, 0.36% active;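 active = corrected activity change at or below -50% at 5 µM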
NR2E3 ag-1: activates human photoreceptor nuclear receptor NR2E3. AID 2300. inhibition of corepressor binding, % at 4.78 µM. 320,000 tested, 0.12% active. GST-NR2E3/biotin-RetCOR TR-FRET, 1536-well;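 active = percent inhibition above the cutoff of mean plus 3 SD of all tested compounds, set per screening campaign, cut at about 20% in these data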;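 note: 0% = DMSO wells and 100% = biotin wells as full block of FRET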
Target sequence (Q9Y5X4 whole entry, looked up): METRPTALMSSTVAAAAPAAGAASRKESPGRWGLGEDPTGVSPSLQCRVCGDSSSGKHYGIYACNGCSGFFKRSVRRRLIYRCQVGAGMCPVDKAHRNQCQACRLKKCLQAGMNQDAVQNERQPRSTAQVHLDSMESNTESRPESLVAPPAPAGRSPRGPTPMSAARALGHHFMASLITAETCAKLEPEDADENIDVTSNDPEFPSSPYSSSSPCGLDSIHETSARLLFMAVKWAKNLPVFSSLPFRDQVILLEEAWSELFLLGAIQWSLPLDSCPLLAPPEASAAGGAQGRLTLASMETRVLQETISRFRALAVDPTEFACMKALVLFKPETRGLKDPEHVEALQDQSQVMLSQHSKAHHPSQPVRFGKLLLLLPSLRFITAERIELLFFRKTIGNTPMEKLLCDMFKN
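Assay system: NR2E3–RetCOR corepressor complex. Quantity: 1.35 nM GST-NR2E3. Buffer or medium: pH 7.5 Tris-based buffer. Reagent: biotinylated RetCOR corepressor at 7 nM final. Schedule: 5 h at 4 °C. Detection: TR-FRET, emission read at 617 and 671 nm. Replicates: one well per compound, singlicate testing.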
TWEAK Fn14 block: blocks TWEAK-Fn14 interaction in a reporter cell assay; TWEAK-stimulated Fn14 reporter cells, luciferase luminescence, 8 h; 360,000 tested, 2% active; inhibition, % at 10 µM; in the data active = inhibition above about 50%
Peg3 promoter: reduces Peg3 promoter-driven luciferase expression in HeLa | HeLa PEG-Prom luciferase reporter, luminescence, overnight | inhibition, % at 20 µM | AID 588405 | 360,000 tested, 1.7% active;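 active = inhibition of at least 50% at 20 µM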
Shn3 inh set2: Schnurri-3 reporter inhibition in Clone20 osteoblasts | Clone20 osteoblast Shn3 3'UTR firefly luciferase, 24 h | inhibition, % at 12.5 µM | 360,000 tested, 0.52% active;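 active = mean inhibition of at least 75% with every replicate also reaching 75%; inconclusive = mean inhibition at least 75% but some replicate below; inactive = mean inhibition below 75%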;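 note: 0% = median of neutral control wells and 100% = pilot-screen positive control compound; some compounds past the cut are filed as inactive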
NR2E3 ag-2: activates human NR2E3 receptor | Q9Y5X4 | CHO-S Gal4-NCOR/VP16-NR2E3 two-hybrid, luciferase | AID 602229 | 360,000 tested, 0.35% active | inhibition of corepressor binding, % at 3.98 µM;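 active = inhibition above the mean of all tested compounds plus 3 SD, cut at about 70% in these data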;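 note: 0% = DMSO with NR2E3 transfected cells and 100% = cells lacking NR2E3 construct; higher means lower luciferase signal from less NR2E3 corepressor binding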
HIF-2a block: inhibitors of HIF-2a | 786-0 RCC cells HIF-2a reporter, luciferase luminescence, overnight | 360,000 tested, 0.72% active | inhibition, % at 18.8 µM;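 active = inhibition of the luminescence signal of 40% or more relative to plate controls, in a single-dose primary screen at 18.75 µM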
CF NFkB block: inhibitors of cystic fibrosis induced NF-kB; KKLEB NF-kB-GFP reporter, PAF-induced, GFP fluorescence overnight; inhibition, % at 5 µM; 360,000 tested, 0.86% active;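 active = at least 50% inhibition at 5 µM, scaled per plate between neutral and stimulator controls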;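 note: PAF is a Pseudomonas aeruginosa culture filtrate used as stimulus; plate controls were PAF-stimulated DMSO wells for no effect and unstimulated DMSO wells for full effect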
iPSC survival up: increases survival of single human iPS cells; hiPSC single-cell survival, ATPlite luminescence; 100% = ROCK inhibitor wells, 0% = DMSO; survival enhancement, % at 20 µM; 360,000 tested, 0.044% active; in the data active = survival enhancement above about 18%;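 note: cells exposed to compounds for 16 hours before the ATP read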
aDG glyco act: increases alpha dystroglycan glycosylation; Pro5-aDG cells, alpha-DG glycosylation AlphaScreen (IIH6); 0% Pro5, 100% B10-LARGE cell signal; activation, % at 10 µM; 360,000 tested, 0.22% active;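 active = activation of at least 8% versus controls, or a plate z-score of at least 8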;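 note: Pro5 are CHO cells carrying HIG-tagged alpha-DG that lacks glycosylation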
MITF TRPM1 inh: inhibitors of MITF-driven TRPM1 promoter in melanoma cells; SK-MEL-5 TRPM1 promoter luciferase, 24 h; inhibition, % at 12.5 µM; 330,000 tested, 0.83% active; AID 488899;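 active = mean inhibition across replicates of 60% or more, whatever share of single replicates reaches that level; inconclusive = some that reach 60%, reason not given; inactive = mean inhibition across replicates below 60%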; note: values of inactives mirror those of a sister screen read the other way
The depositor's hits bear a star; ? = inconclusive; . = not tested or not shown.

Below each SMILES – CF NFkB block	MITF TRPM1 inh	NR2E3 ag-2	Shn3 inh set2	NR2E3 ag-1	Peg3 promoter	KKLEB tox	HIF-2a block	iPSC survival up	aDG glyco act	TWEAK Fn14 block
COCCN(C(=O)c1cc2c(s1)CCC2)c1c(N)n(CC(C)C)c(=O)[nH]c1=O
    12.8	-3.9	0.6	-17.5	4.9	6.4	8.8	8.1	0.2	-0.1	-11.7
CCc1nnc(NC(=O)COc2ccc3ccccc3c2)s1
    2.8	15.2	-11.2	4.7	0.2	-18.6	6.0	-63.0	1.2	0.4	2.6
CC(=O)Nc1ccc(S(=O)(=O)N(Cc2cccnc2)Cc2cc3ccc(C)cc3[nH]c2=O)cc1
    -2.6	8.2	-44.9	4.1	-0.7	9.8	-1.0	-7.2	-0.2	-0.2	-1.9
CC1=C(C(=O)N2CCCCCC2)CC(CC(=O)NCCN2CCOCC2)C(=O)N1Cc1ccc(F)cc1 (stereo not given)
    .	.	-2.3	.	.	.	.	2.1	0.4	-0.3	6.7
CCc1ccccc1NC(=O)CN1CCN(C(=O)CNC(=O)c2ccc(-c3ccccc3)cc2)CC1
    -2.9	12.0	32.3	17.1	3.7	18.4	-15.3	-1.9	-0.4	0.9	33.0
Cc1cc(Cl)ccc1NC(=S)NCCc1ccc(Cl)cc1
    -4.8	13.3	1.0	11.1	1.6	16.8	4.7	6.0	-0.6	0.1	4.2
CC(Cc1cccs1)NC(=O)Nc1ccc([N+](=O)[O-])cc1 (stereo not given)
    -12.6	-40.5	-70.8	-14.6	2.4	-132.3	11.6	-128.2	-2.9	-0.1	-25.4
O=S1(=O)CCC(NC(=S)SCc2ccccc2Br)C1 (stereo not given)
    39.3	75.3*	-12.0	-7.8	.	15.9	-2.5	37.1	-0.6	-0.5	54.2*
OC(c1ccc(F)c(F)c1)c1nc(-c2cccc(F)c2)cs1 (stereo not given)
    -17.8	.	10.4	-6.5	.	-9.5	-6.8	-35.6	-1.0	0.0	25.5
CCN(CC)C(=O)CSc1nnc(CCCCCNC(=O)OC(C)(C)C)o1
    -6.6	7.5	19.8	2.9	-3.9	-64.9	1.6	-1.9	0.2	0.1	0.1
CC1(C)CC(=O)C2=C(C1)OC(c1ccncc1)C(C#N)=C2N (stereo not given)
    -7.4	8.6	-2.6	20.2	0.0	3.9	1.4	-1.4	1.5	-0.1	14.1
COc1ccc(NC(=O)c2ccc(-c3ccc(-c4noc(C)n4)cc3C)cc2)cc1N1CCN(C)CC1
    12.1	?	-33.0	-17.0	2.2	64.3*	-8.9	-12.1	-2.8	0.1	-24.0
CC1CCCN(c2ccc(C(=O)NCc3cccs3)cn2)C1 (stereo not given)
    -21.8	-70.6	-49.7	-38.3	-0.7	-245.3	8.3	-295.8	-2.4	0.7	-48.5
CCCNC(=O)c1ccc(Cn2cc(-c3ccc(OC)cc3)nc2C(C)N)cc1 (stereo not given)
    6.7	-31.6	-19.0	-63.6	4.8	-118.1	-5.0	-125.7	-2.4	-0.3	-4.4
Cc1cc(OCC(=O)NNC(=O)c2cccnc2)cc(C)c1Cl
    33.9	6.7	23.1	9.4	.	22.9	-1.0	5.6	-0.4	-0.1	-14.7
Cc1ccc(S(=O)(=O)CCC(=O)OCC(=O)Nc2cc(F)ccc2C)cc1
    -21.6	-2.2	-5.2	-68.3	1.9	13.8	6.9	12.0	0.7	-0.1	5.2
COc1ccc(CCNC(=O)CN(C)S(=O)(=O)c2cccc3nsnc23)cc1OC
    -2.8	-5.5	7.4	21.6	1.4	-2.2	2.6	7.1	6.9	-0.3	10.7
NC(=O)CN1C(=O)NC(c2ccccc2)(c2ccccc2)C1=O
    11.5	8.9	7.1	2.0	3.0	0.5	-14.9	4.6	-0.1	0.0	-1.4
Cc1ccc(NC(=S)C2=C(O)c3sccc3N(C)S2(=O)=O)cc1
    -21.7	6.1	-35.6	-6.3	1.2	9.9	-1.0	-25.2	-3.7	-0.3	-12.3
Cc1ccc(Cn2c(/C=C/c3ccco3)nc3ccccc32)cc1
    -1.4	-33.0	-15.8	-55.9	-5.0	-171.5	13.4	-156.3	1.5	-0.1	7.5
O=C(Nc1cccc(-n2cnnn2)c1)c1cc(Cl)nc(Cl)c1
    -22.1	6.0	-16.1	-2.2	2.5	-11.5	-4.7	-4.1	0.0	0.2	2.7
Cc1ccc(-n2[nH]c(C)c(/C=N/N3C(=O)c4cccc5cccc(c45)C3=O)c2=O)cc1
    -7.5	13.4	13.9	-5.1	-3.4	-1.1	5.7	6.6	0.3	-0.3	-63.6
C=CCN(CC=C)C(=O)Cn1cnc([N+](=O)[O-])n1
    7.8	-13.9	2.8	-7.8	-1.4	-3.5	4.7	14.7	1.5	0.2	1.9
CCOC(=O)c1cc(-c2ccccc2)nn1Cc1cc(CC)no1
    7.7	-64.6	-79.2	-23.5	2.3	-156.8	-2.3	-228.2	1.7	0.2	-61.5
COC(=O)C1=C(C)N=C2SCCC(=O)N2C1/C=C/c1ccccc1 (stereo not given)
    -16.2	-8.4	-13.3	-16.1	-2.6	13.9	-11.7	11.6	2.0	-0.1	1.7
O=C(OCC(=O)N1CCCC1)c1ccc(S(=O)(=O)N2CCOCC2)cc1
    2.1	8.5	-3.1	27.1	4.3	-2.8	-0.5	11.3	0.6	-0.2	-2.5
O=C(Nc1cccn2ncnc12)c1ccc(Cl)cc1Cl
    15.3	-15.7	-13.5	-8.0	0.2	-38.6	-20.6	-32.9	3.0	-0.2	-2.6
O=C(CSc1nc2ccccc2s1)Nc1ccc(Cl)c(S(=O)(=O)N2CCOCC2)c1
    -6.6	30.5	8.7	19.8	-1.8	-14.9	0.8	-15.7	-1.9	0.1	64.9*
CC(C)OC(=O)N(C)C[C@@H]1OCc2cnnn2CCCC(=O)N([C@H](C)CO)C[C@@H]1C
    0.5	.	2.9	-9.7	.	-1.4	3.8	3.4	-0.7	0.2	4.8
COc1ccc(N2CCN(C(=O)CC3NC4CCCCC4NC3=O)CC2)cc1 (stereo not given)
    0.0	3.0	2.0	6.0	-5.8	-0.2	-9.5	9.2	0.9	-0.4	3.8
CCC(c1nnnn1CCOC)N1CCN(C(=O)c2ccco2)CC1 (stereo not given)
    7.7	5.1	-13.9	2.8	0.5	13.5	-6.2	5.8	-4.7	-0.2	-12.8
Cc1ccc2nc(C)cc(Cl)c2c1
    6.5	-2.3	-23.3	-7.0	0.3	17.8	8.5	17.5	-2.7	-0.5	5.0
COc1ccc(-c2nnc(SCCC(=O)O)n2-c2ccccc2)cc1
    -16.3	4.9	-26.2	-0.3	3.6	-1.2	0.5	22.4	1.2	-0.1	3.8
COc1ccc(-c2noc(-c3ccccc3-c3ccccc3)n2)cc1OC
    -0.6	8.7	-24.2	7.0	0.3	19.9	-4.8	9.1	4.1	0.0	-15.2
Cc1cc(C(=O)N/N=C/c2cc(Cl)cc([N+](=O)[O-])c2O)c2ccccc2n1
    24.3	13.3	-32.5	6.2	-2.0	-9.7	-9.1	-0.6	-1.0	-0.2	9.2
Cc1ccc(-n2ncc3c(N4CCCC4)ncnc32)c(C)c1
    2.7	-29.0	-54.8	-84.3	4.2	-176.8	-0.6	-161.4	-3.6	0.2	4.4
CCSc1nnc(NC(=O)C(CC)Oc2ccccc2)s1 (stereo not given)
    -15.3	-1.0	-13.9	-3.0	2.7	5.6	2.4	-13.4	-0.2	-0.2	8.3
CC(C)[C@H](NC(=O)c1ccccc1Cl)C(=O)OCc1cc(=O)n2cc(Br)ccc2n1
    -8.4	-0.8	-26.3	16.6	1.2	6.2	7.8	16.0	-0.4	-0.1	13.9
COc1ccc(-n2c(SC3CCOC3=O)nc3ccccc32)cc1 (stereo not given)
    -13.4	4.5	-6.7	-11.4	0.5	-31.5	6.6	-15.3	0.0	0.3	0.0
Cc1cc2nc(-c3ccc(Cl)cc3)c(Cc3cccc(Cl)c3)n2c(C)c1Br
    .	.	3.3	.	.	.	.	-9.5	-0.6	-0.2	2.5
COC(=O)c1ccccc1NC(=O)CN(Cc1ccc(Cl)cc1)S(C)(=O)=O
    -0.1	-0.9	2.6	4.4	3.8	15.7	-1.0	-7.7	2.9	0.4	-12.4
COc1ccccc1-n1cc(CN2CCN(C3CCCCC3)C(CCO)C2)cn1 (stereo not given)
    -2.9	12.7	-9.6	9.3	-0.9	16.3	27.9	9.2	0.3	-0.1	-10.7
O=C(c1[nH]c(C(F)(F)F)nc1-c1ccccc1)N1CCC(C(O)(c2ccccc2)c2ccccc2)CC1
    -15.4	.	11.0	-18.6	.	-2.3	1.6	-9.3	0.0	-0.4	15.8
CCc1ccc(N(CC(=O)O)S(=O)(=O)c2c(C)noc2C)cc1
    -16.3	3.7	-5.6	0.5	1.2	1.2	20.1	-0.1	-2.8	0.4	0.8
COc1cc(C(=O)N2C[C@H]3CON(C)[C@H]3C[C@H]2c2ccc(N3CCCCC3)cc2)cc(OC)c1OC
    -40.9	.	-24.0	-16.3	.	1.6	-10.1	-2.8	2.2	0.0	-5.4
COc1ccc(Br)c(Cn2c(C)c(C(=O)NCc3ccc(F)cc3)sc2=O)c1
    -15.2	.	17.1	12.4	.	13.4	-1.2	13.2	-0.8	0.0	-43.9
